Lipid droplet – modulators of hepatic lipid droplet formation; AML12 mouse hepatocytes, oleate lipid droplets, BODIPY imaging; AID 1656; inhibition, % at 6.5 µM; 240,000 tested, 0.4% active;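 active means lipid droplet intensity inhibited by at least 50%, with more than 500 cells counted; inconclusive means wells with under 300 cells, treated as cytotoxic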
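System: AML12 hepatocytes (mouse). Probe or stimulus: oleic acid at 100 µM to induce lipid droplet formation. Times: overnight treatment with compound plus oleate. Detection: Image-based BODIPY and DAPI two-channel analysis. Evaluation: percent inhibition of filter-corrected integrated lipid droplet intensity per well.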
PhoP inhibition – PhoP-dependent GFP reporter repression – Salmonella Typhimurium, primary screen (AID 1863). S. Typhimurium PhoP-regulated promoter GFP reporter, 4 h; higher % means a stronger effect. inhibition, % at 50 µM; hits with a dose series show IC50 in µM. 300,000 tested, 0.16% active;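 active means inhibition over 29.93%, a cutoff 3 SD above the screen mean, later confirmed by dose response; inconclusive means inhibition over 29.93% but no dose response follow-up; inactive means inhibition at most 29.93% or unconfirmed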;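 further: 0% = low Mg2+ inducing control and 100% = high Mg2+ repressing control; strong numbers were not always called active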
T cell HTS – T cell immune modulation candidate; calls only at 7 µM; 330,000 tested, 0.068% active; 2C CD8+ T cell-vesicle binding, flow cytometry; stronger effect = lower value; AID 2052;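 active means response, share of CD8 T cells binding vesicles, and their 90th percentile fluorescence all below set limits, cut at about 80% in these data, passing the limit was not always enough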
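Material: 2C TCR transgenic mouse naive CD8+ T cells, MACS-purified. Also added: QL9-charged Drosophila Ld/ICAM-1/B7-1 vesicles. Timing: binding 1.5 h at 37 °C. Measured by: high-throughput flow cytometry with anti-B7-1 and anti-CD8 staining. Read-out: percent CD8+ FL2 mean versus row control. Controls: Unloaded micro-vesicles (low), QL9 vesicles with 0.7% DMSO (high).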
Lipid droplet cells 6.5 µM – second read-out of Lipid droplet, no call of its own (marks repeat the call); cell count; measured here: cell count, cytotoxicity flag;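 cells counted across two imaged fields per well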
T cell HTS vesicle-bound % – also measured in T cell HTS; calls as there; double positive events, %; measured here: CD8+ vesicle-bound cell fraction;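 binding gate set so that unloaded-vesicle control wells show 10% double positive cells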
The depositor's hits bear a star; i = inactive; ? = inconclusive; / = not tested or not shown. The list is partial, so the mix of outcomes need not match the whole.

SMILES	Lipid droplet	Lipid droplet cells 6.5 µM	PhoP inhibition	T cell HTS	T cell HTS vesicle-bound %
Cc1cc(=O)oc2c(C)c(OC(C)C(=O)NCc3ccccn3)ccc12 (stereo not drawn)	-24	695	-2%	i	4
CC(=O)NS(=O)(=O)c1ccc(NC(=O)CCC(=O)Oc2ccc(C)cc2)cc1	1	830	12%	i	54
Cc1ccc(C(=O)N/C(=C\c2cccc([N+](=O)[O-])c2)C(=O)NC(Cc2ccccc2)C(=O)O)cc1 (stereo not drawn)	3	688	3%	i	33
CCOc1ccc(C(=O)Nc2cccc(-n3cnnn3)c2)cc1OCC	-4	749	2%	i	33
COc1ccc(C(=O)NCC(=O)Nc2ccc(-c3ccccc3)cc2)cc1	-2	802	3%	i	13
O=C(NCCCCCCNC(=O)c1ccccc1O)c1ccccc1O	-9	684	-4%	i	9
Cc1ccc2cc(NC(=O)c3ccc(C(C)(C)C)cc3)ccc2n1	2	414	9%	i	43
Cc1cc(=O)[nH]c2c(C)cc(S(=O)(=O)NCc3ccccc3)cc12	-8	819	-6%	i	20
CC1Cc2cc(/C(O)=C3/C(=O)C(=O)N(CCN4CCOCC4)C3c3ccc(N(C)C)cc3)ccc2O1 (stereo not drawn)	3	691	-1%	i	16
Cc1ccc(NC(=O)c2ccc3nccnc3c2)c(C)c1	-25	771	2%	i	34
Cc1ccccc1NC(=O)NCC1CCN(Cc2cccc(Cl)c2)CC1	-22	817	4%	i	15
COc1ccc(S(=O)(=O)N2CCC(C(=O)Oc3c(OC)cccc3OC)CC2)cc1OC	-2	805	2%	i	54
COc1ccc(Br)cc1CNC(=O)CN1C(=O)C(c2ccccc2)Oc2cccnc21 (stereo not drawn)	2	780	-2%	i	8
NS(=O)(=O)c1ccc2nc(NC(=O)C3=COCCO3)sc2c1	6	753	-5%	i	34
CCn1c(=O)c2ccccc2n(CC(=O)N2CCCc3ccccc32)c1=O	7	662	-3%	i	29
OC(COc1ccc(Cl)cc1)CN1CCC(Cc2ccccc2)CC1 (stereo not drawn)	2	666	-10%	i	41
Cc1ccsc1CCNC(=O)C1CCC(=O)N(CCc2cccc(F)c2)C1 (stereo not drawn)	-10	591	-4%	i	72
Cc1ccc(C(=O)N2CCN(Cc3nc4sc5c(c4c(=O)[nH]3)CCCC5)CC2)cc1	12	730	11%	i	14
CC(=O)N1CCN(c2ccc(NC(=O)c3ccc(F)cc3)cc2)CC1	-15	799	-1%	i	38
O=C(NC(=S)Nc1cccc([N+](=O)[O-])c1)C1CCCCC1	2	833	1%	i	12
COc1ccc(/C=C(\NC(=O)c2ccc(C)cc2)C(=O)NCCN2CCOCC2)cc1	?	/	-2%	i	15
Cc1ccc(NC(=S)NC(=O)C2CC2)c(C)c1	-2	742	-1%	i	18
O=C(Nc1nnc(-c2ccccc2Cl)s1)c1ccccc1F	-5	815	-2%	i	12
CCS(=O)(=O)Nc1ccc(C(=O)NCCSc2ccccc2)cc1	6	810	1%	i	57
COC(=O)CCC(=O)N1CCCC(N2CCN(c3cccc(C(F)(F)F)c3)CC2)C1 (stereo not drawn)	5	819	-6%	i	56
O=C(Nc1cccc(C(=O)NC2CCCC2)c1)c1ccccc1	-12	805	10%	i	12
C=Cc1ccc2c(c1)OCCOCCOCCOCCOCCO2	-2	724	-10%	i	28
Fc1ccc(F)c(NC2=NCCCCC2)c1	16	745	-1%	i	59
Cc1ccc(NC(=O)CN2C(=O)CCSc3ccc(S(=O)(=O)N4CCCC4)cc32)cc1C	-2	747	0%	i	15
O=C(Cn1ccc(C(F)(F)F)n1)NNC(=O)c1cccnc1	0	797	8%	i	7
O=C(NNS(=O)(=O)c1ccc(F)cc1)c1ccccc1F	-1	861	-6%	i	54
CC1C(=O)Nc2ccccc2N1C(=O)c1ccc(Cl)cc1 (stereo not drawn)	-2	821	1%	i	45
CCCc1nnc(NC(=O)CCC(=O)NC2CCCC2)s1	2	674	3%	i	0
Cn1c(-c2ccc(Br)cc2)cnc1NCc1ccc(C#N)cc1	-14	811	6%	i	8
Cc1csc(NC(=O)c2cccc([N+](=O)[O-])c2C(=O)O)n1	12	785	6%	i	52
Cc1ccc(C(=O)NCc2ccco2)o1	2	841	0%	i	7
O=C1Nc2ccc(F)cc2C12OCCO2	5	822	-1%	i	22
COc1ccc(NC(=S)NC(=O)c2cncc(Br)c2)c(OC)c1	-19	776	9%	i	26
CN1CCC(CNC(=O)Nc2ccccc2)(c2ccccc2)CC1	14	793	1%	i	59
CC(=O)N1N=C(c2cccc(NS(=O)(=O)c3ccc(C)cc3)c2)CC1c1ccco1 (stereo not drawn)	-2	705	-5%	i	15
CCOC(=O)C(C)OC(=O)C1=C(C)NC(=O)NC1c1ccc2c(c1)OCO2 (stereo not drawn)	-38	389	1%	i	57
Cc1nnc(N2CCCC(C(=O)Nc3cc(F)ccc3F)C2)c2nn(-c3ccccc3)c(C)c12 (stereo not drawn)	-20	704	-5%	i	20
CCOc1ccc(C(C(=O)NCC2CCCO2)N(C(=O)c2snc(C(N)=O)c2N)c2ccc(F)cc2)cc1 (stereo not drawn)	4	794	-3%	i	38
O=C(Cn1ccn(-c2ccc(F)c(F)c2)c(=O)c1=O)NCCc1ccccc1	-2	786	7%	i	7
OC[C@H]1O[C@@H]2O[C@H]3[C@H](O)[C@@H](O)[C@@H](O[C@H]4[C@H](O)[C@@H](O)[C@@H](O[C@H]5[C@H](O)[C@@H](O)[C@@H](O[C@H]6[C@H](O)[C@@H](O)[C@@H](O[C@H]7[C@H](O)[C@@H](O)[C@@H](O[C@H]1[C@H](O)[C@H]2O)O[C@@H]7CO)O[C@@H]6CO)O[C@@H]5CO)O[C@@H]4CO)O[C@@H]3CO	-2	770	-4%	i	24
CCCc1cc(=O)oc2c(C)c(OCC(=O)NCCCn3ccnc3)ccc12	-13	767	-8%	i	36
CC(=O)N1c2ccc(S(=O)(=O)N3CCC(C(=O)N4CCN(c5cccc(C(F)(F)F)c5)CC4)CC3)cc2CC1C (stereo not drawn)	-65	661	3%	i	23
O=C(O)Cn1c(=O)c2c3c(sc2n(Cc2ccc(Cl)cc2Cl)c1=O)CCCC3	1	751	-3%	i	21
Cc1ccc2nc(Nc3ccccc3)c(C=O)c(=O)n2c1	4	860	2%	i	49
COc1ccc(CN(C)C(=O)CNC(=O)c2ccc(C)cc2)cc1	5	777	3%	i	18
Cc1cc(S(=O)(=O)NCc2ccccn2)c(Cl)cc1Cl	-4	777	8%	i	56
C/C(CC(=O)Nc1cccc(C(F)(F)F)c1)=N\NC(=O)c1ccncc1	-2	789	5%	i	24
O=C(/C=C/c1ccccc1Br)c1ccc2c(c1)OCO2	-33	766	5%	i	27
COc1cc(CN2CCC(n3nccc3NC(=O)CCCc3ccccc3)CC2)ccc1F	-5	750	6%	i	53
CCOc1ccc2[nH]c3nc(SCC(=O)OC(C)C)nnc3c2c1	4	828	1%	i	57
O=C(CCc1nnc2ccc(NCc3ccc(Cl)cc3)nn12)NC1CCCCC1	-12	720	-2%	i	36
C/C(=N\NC(=O)Cc1ccc([N+](=O)[O-])cc1)c1cccnc1	-14	779	-3%	i	56
CCC(C)[C@H](NC(=O)[C@@H]1Cc2c([nH]c3ccccc23)C2c3ccccc3C(=O)N21)C(=O)N1CCC[C@@H]1C(=O)O (stereo partly drawn)	-4	802	7%	i	24
CCCCCn1c(=O)[nH]c2cc(C(=O)NCCN3CCCCC3C)ccc2c1=O (stereo not drawn)	7	744	1%	i	9
O=C(NNS(=O)(=O)c1ccc(F)cc1)c1ccccc1O	0	853	3%	i	34
Further compounds follow:
SMILES	Lipid droplet	Lipid droplet cells 6.5 µM	PhoP inhibition	T cell HTS	T cell HTS vesicle-bound %
c1ccc(-n2cnc3ccccc32)nc1	28	825	-1%	i	58
COC(=O)C(NC(=O)CCc1c(C)nc2c(c(C)nn2-c2ccccc2)c1C)C(C)C (stereo not drawn)	-7	817	-3%	i	34
CN(CCOc1ccccc1)C(=O)C1CCC(=O)N(CCCN2CCCC2=O)C1 (stereo not drawn)	15	689	3%	i	33
CC(C)C[C@H](NC(=O)c1nc[nH]c1C(=O)NCC(=O)OCc1ccccc1)C(=O)OC(C)(C)C	-2	793	15%	i	9
O=C(NC1CCCCC1)c1cc2cc(Br)ccc2o1	-3	785	-8%	i	33
Cc1ccc(-c2nc(CS(=O)(=O)CC(=O)NCCN3CCOCC3)c(C)o2)cc1	1	779	1%	i	31
O=C(NCCC(=O)N1CCCC1)c1ccccc1Cl	-6	556	-4%	i	62
O=C(C(=O)N1CCN(c2ccccc2F)CC1)c1cn(CC(=O)N2CCOCC2)c2ccccc12	7	775	-2%	i	16
Cc1ccccc1NC(=O)C1CCCN(C(=O)NCc2ccccc2)C1 (stereo not drawn)	-34	804	-3%	i	50
CCCN(CC(=O)Nc1ccccc1C)C(=O)c1cccc(-n2cnnn2)c1	5	844	1%	i	60
COc1ccc(NC(=O)C/C(C)=N/NC(=O)c2cccs2)c([N+](=O)[O-])c1	24	754	7%	i	5
O=C1c2ccccc2C(=O)N1c1cccc2ccccc12	-2	778	-2%	i	54

The last 5 compounds of the section above lead into the next:
SMILES	Lipid droplet	Lipid droplet cells 6.5 µM	PhoP inhibition	T cell HTS	T cell HTS vesicle-bound %
O=C(C(=O)N1CCN(c2ccccc2F)CC1)c1cn(CC(=O)N2CCOCC2)c2ccccc12	7	775	-2%	i	16
Cc1ccccc1NC(=O)C1CCCN(C(=O)NCc2ccccc2)C1 (stereo not drawn)	-34	804	-3%	i	50
CCCN(CC(=O)Nc1ccccc1C)C(=O)c1cccc(-n2cnnn2)c1	5	844	1%	i	60
COc1ccc(NC(=O)C/C(C)=N/NC(=O)c2cccs2)c([N+](=O)[O-])c1	24	754	7%	i	5
O=C1c2ccccc2C(=O)N1c1cccc2ccccc12	-2	778	-2%	i	54
CC(C)CCn1cnc2c1c(=O)[nH]c(=O)n2Cc1ccccc1	15	837	-3%	i	30
CC(=O)N1CCN(c2ccccc2NC(=S)NC(=O)c2cc3ccccc3o2)CC1	29	682	-7%	i	40
Cc1cc(O)ccc1NC(=S)NC(=O)c1cncc(Br)c1	1	789	-6%	i	23
CCOC(=O)N1CCN(Cc2nc3cc(NC(=O)c4ccco4)ccc3n2CC)CC1	14	872	7%	i	73
CCOCCOc1cccc(C(=O)NC(C)c2ccc3ccccc3c2)c1 (stereo not drawn)	20	770	-5%	i	59
Cc1nn(C(C)C(=O)NCc2ccc(Cl)cc2)c(=O)c2cc3occc3n12 (stereo not drawn)	-10	647	-10%	i	24
CCOC(=O)c1c(S(=O)(=O)NCC(=O)Nc2cccc(C)c2C)c(C)n(C)c1C	4	727	4%	i	32
Cc1cccc(N2CCN(C(=O)c3cccs3)CC2)c1C	3	783	7%	i	15
CC1CCN(CC(=O)Nc2ccc(S(=O)(=O)N3CCCCC3)cc2)CC1	4	818	-3%	i	7
O=[N+]([O-])c1ccc(N/N=C/c2cccc(O)c2)cc1	-14	696	7%	i	16
CCc1[nH]nc(C(=O)N2CCCC(C(=O)c3cccc(OC(C)C)c3)C2)c1C (stereo not drawn)	-8	703	5%	i	25
Cc1ccc(/C=C2\SC(=S)N(CCCC(=O)NC3CCCC3)C2=O)cc1	-6	831	5%	i	73

As a short view, part of the list above.
SMILES	Lipid droplet	Lipid droplet cells 6.5 µM	PhoP inhibition	T cell HTS	T cell HTS vesicle-bound %
O=[N+]([O-])c1ccc(N/N=C/c2cccc(O)c2)cc1	-14	696	7%	i	16
CCc1[nH]nc(C(=O)N2CCCC(C(=O)c3cccc(OC(C)C)c3)C2)c1C (stereo not drawn)	-8	703	5%	i	25
Cc1ccc(/C=C2\SC(=S)N(CCCC(=O)NC3CCCC3)C2=O)cc1	-6	831	5%	i	73

Continuation:
SMILES	Lipid droplet	Lipid droplet cells 6.5 µM	PhoP inhibition	T cell HTS	T cell HTS vesicle-bound %
CC(=O)N(C)c1ccc(NC(=O)Nc2cccc3ccccc23)cc1	19	707	2%	i	61
OCCNc1ncnc2c1cnn2Cc1ccccc1	1	708	4%	i	34
Cc1ccccc1OCc1nc2ccccc2n1C	4	846	9%	i	36
COc1ccc(-c2nc(C)ncc2-c2ccccc2)c(O)c1	-3	801	-4%	i	24
CC1CCN(c2ccc3nnc(CCC(=O)NCc4ccco4)n3n2)CC1	15	702	-1%	i	7
CCn1c(SCC(=O)NC2CCCCC2)nnc1-c1ccccn1	11	727	1%	i	14
CCCn1c(=S)[nH]c2cc(C(=O)N3CCN(C4CCCCC4)CC3)ccc2c1=O	1	679	12%	i	25

Entries of single compounds from above. Order of values: Lipid droplet, Lipid droplet cells 6.5 µM, PhoP inhibition, T cell HTS, T cell HTS vesicle-bound %
CC(=O)N(C)c1ccc(NC(=O)Nc2cccc3ccccc23)cc1 is listed as 19, 707, 2%, i, 61
CC1CCN(c2ccc3nnc(CCC(=O)NCc4ccco4)n3n2)CC1 is listed as 15, 702, -1%, i, 7

From PubChem BioAssay
